Screening results from PubChem.
CCT chaperon mod: cytosolic chaperonin activity modulation. purified chaperonin ATPase assay, HTRF ADP detection, 30 min. activity change, % (test concentration not listed), hits read low. hit rate 0.3% among 360,000. AID 651819; in the data active means activity change below about -30%; further: on the % scale 0 is the no-effect control and ±100 the full control effect
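First, chaperonin was dispensed at 40 nM or 20 nM final depending on batch activity. Next, compounds were pinned at 76 uM and ATP added at 10 uM. After 30 min at 37 °C, ADP detection reagents ran 30 min at ambient temperature.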
MmCpn inh: inhibitors of Methanococcus maripaludis chaperonin (MmCpn) | purified Mm-Cpn ATPase, ADP Transcreener TR-FRET | Potency, µM (highest dose often 76.9 µM), inactives show at the top dose activity, negative = inhibition, hits mostly inhibitors | hit rate 0.031% among 330,000 | AID 504842; further: potency means the concentration at half of the fitted maximal effect; on the % scale 0 is the no-effect control and ±100 the full control effect; nearly all actives have a fitted effect of over 80% in size
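Purified archaeal Mm-CPN (25nM final) preincubated 10 min at 37degC with compound, then 10uM ATP for 30 min at 37degC; ADP measured by HTRF Transcreener TR-FRET; buffer 30 mM TRIS pH 7.4, 100mM KCl, 5mM MgCl2, 1mM DTT.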
PTHR1 agonist: agonists of human PTHR1 parathyroid hormone receptor. HEK293 GP2 PTHR1 cells, GloSensor cAMP luminescence, 1 h. Potency, µM (doses to about 115 µM), without a hit: at the highest dose activation, actives largely listed as activators. hit rate 0.075% among 410,000; further: potency means the concentration at half of the fitted maximal effect; nearly all actives have a fitted effect of over 55% in size; some results filed as inactive show a strong effect at the top dose; inactives centre near -15; many of its hits are not listed in these tables
Target sequence (Q03431 whole entry, looked up): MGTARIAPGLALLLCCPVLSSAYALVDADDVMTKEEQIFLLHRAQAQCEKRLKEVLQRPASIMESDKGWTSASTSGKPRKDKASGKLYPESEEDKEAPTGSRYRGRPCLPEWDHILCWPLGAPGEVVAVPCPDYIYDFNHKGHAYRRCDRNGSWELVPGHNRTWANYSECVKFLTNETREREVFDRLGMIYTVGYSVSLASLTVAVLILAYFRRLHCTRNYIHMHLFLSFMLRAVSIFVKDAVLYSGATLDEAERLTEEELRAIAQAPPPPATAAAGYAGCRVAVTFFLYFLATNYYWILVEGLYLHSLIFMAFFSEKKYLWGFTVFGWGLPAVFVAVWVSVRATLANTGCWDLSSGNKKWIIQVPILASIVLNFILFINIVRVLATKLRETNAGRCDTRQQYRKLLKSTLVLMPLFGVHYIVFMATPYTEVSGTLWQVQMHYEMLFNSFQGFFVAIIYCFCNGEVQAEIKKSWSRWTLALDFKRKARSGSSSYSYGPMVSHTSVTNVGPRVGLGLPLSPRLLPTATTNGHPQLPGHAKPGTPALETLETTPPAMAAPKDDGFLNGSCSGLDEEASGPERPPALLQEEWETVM
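HEK-293-derived GP2 cells expressing PTHR1 and a GloSensor cAMP reporter, 3,000/well, plated overnight, given luciferin plus IBMX (each 0.5 mM as added) for 1 h at 37 °C, then compound for 1 h at 37 °C. Luminescence was read after 15 min at room temperature.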
pAkt inh: blocks phosphorylation of Akt; hit rate 0.32% among 360,000; activity change, % for hits at 50 µM; Neuro2A IGF-stimulated pAkt S473 HTRF, 20 min; hits give low values; in the data active means activity change below about -80%; inconclusive means mostly about -51% to -80%; further: on the % scale 0 is the no-effect control and ±100 the full control effect
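Neuro2A cells (4,500/well, DMEM with 0.5% FBS) were treated with compound at a single 50 µM final concentration, stimulated with 6 nM IGF for 20 min at 37 °C, and lysed. Phospho-Akt Ser473 was read by HTRF as 665/615 ratio ×10^4.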
D3 antag: blocks the human D3 dopamine receptor. P35462. D3R cells, DiscoveRx beta-arrestin luminescence, antagonist mode; hits give low values. hit rate 2.5% among 360,000. max response, negative = inhibition, %; in the data active means max response below about -50%; inconclusive means no clear call, values can overlap the other calls; further: on the % scale 0 is the no-effect control and ±100 the full control effect; mostly tested at two doses, the higher about 12 µM
Target sequence (P35462 whole entry, looked up): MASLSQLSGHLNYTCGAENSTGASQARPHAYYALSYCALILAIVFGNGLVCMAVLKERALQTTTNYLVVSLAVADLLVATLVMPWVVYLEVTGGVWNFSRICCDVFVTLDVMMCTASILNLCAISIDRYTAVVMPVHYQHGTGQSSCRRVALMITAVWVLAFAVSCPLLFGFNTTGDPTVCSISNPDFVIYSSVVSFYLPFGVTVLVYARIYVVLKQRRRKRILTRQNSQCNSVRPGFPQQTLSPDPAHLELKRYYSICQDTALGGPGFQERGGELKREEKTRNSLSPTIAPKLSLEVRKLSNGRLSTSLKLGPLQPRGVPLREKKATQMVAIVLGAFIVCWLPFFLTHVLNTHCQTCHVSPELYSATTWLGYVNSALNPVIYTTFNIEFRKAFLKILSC
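Cells expressing the human receptor were seeded at 1500 cells/well, incubated overnight at 37 degrees C in 5% CO2, then exposed to library compounds with dopamine controls for 90 minutes at 37 degrees C before luminescent detection.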
D3 ag: D3 dopamine receptor (human) agonism | P35462 | D3R DiscoveRx beta-arrestin cells, luminescence, 90 min | max activation, % | hit rate 0.58% among 410,000; in the data active means max activation above about 30%; further: 0% is about no effect; mostly tested at two doses, the higher about 12 µM
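Agonist-mode cell screen: cells plated at 1500/well and incubated overnight at 37 °C, then exposed to library compounds for 90 min at 37 °C. Detection reagent was added for 30–60 min at room temperature, and luminescence was read.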
EPAC2 antagonist: blocks human EPAC2 exchange factor. Q8WZA2. EPAC2 GEF exchange of Rap1B-BODIPY-GDP, fluorescence. Potency, µM (highest dose often 114 µM), inactives show at the highest dose activity, negative = inhibition, most hits filed as inhibitors. hit rate 0.18% among 360,000. AID 720708; further: potency means the concentration at half of the fitted maximal effect; on the % scale 0 is the no-effect control and ±100 the full control effect; nearly all actives have a fitted effect of over 45% in size; many of its hits are not listed in these tables
EPAC2 agonist: agonists of human EPAC2 (RAPGEF4); Q8WZA2; EPAC2 activation, biochemical qHTS; response scale: 100% = 6.5 mM cAMP response; Potency, µM (doses to about 154 µM), inactives show top-dose activation, hits mostly activators; hit rate 0.079% among 360,000; further: potency means the concentration at half of the fitted maximal effect; nearly all actives have a fitted effect of over 50% in size
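EPAC2 (100 nM) mixed with Rap1B loaded with BODIPY-GDP (250 nM) plus 50 uM unlabeled GDP; compounds pinned in, 5 min RT, then read every 5 min for 30 min (ex 480, em 540 nm). Normalized to cAMP control.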
The depositor's hits bear a star; i = inactive; u = inconclusive; x = not tested or not shown; & = joins results of further samples; [ ] = dose if it differs, or a comment. Unless noted, the call rests on the fitted dose curve; in most records, active means well fitted curve in the direction sought with a large enough effect; inconclusive means small, poorly fitted or top-dose-only effect, or another doubt; inactive means no such curve, though single readings can be large; an effect the other way counts as inactive or inconclusive. These rows are one share of the data, so the mix of outcomes need not match the whole.

SMILES	CCT chaperon mod	MmCpn inh	PTHR1 agonist	pAkt inh	D3 antag	D3 ag	EPAC2 antagonist	EPAC2 agonist
O=C(CCCC1=NS(=O)(=O)c2ccccc2N1)Nc1ccccc1	-2.4	-0.9%	i	i	-1.2	-16.1	-6.3%	8.3%
Cc1c(C)c(C)c(CO/N=C/c2cccs2)c(C)c1C	1.7	-3.0%	-8.7%	i	10.6	-5.6	-2.0%	12.5%
COc1ccc(N(Cc2cc3cccc(C)c3[nH]c2=O)C(=O)C2CCCO2)cc1 (stereo not drawn)	-1.2	-0.6%	-7.2%	i	1.8	2.9	-2.9%	1.7%
CC1=C(C(=O)OC(C)C)C(c2ccccc2)NC(=O)N1C (stereo not drawn)	-21.3	-2.9%	-7.0%	i	0.0	2.8	-14.3%	0.8%
O=[N+]([O-])c1ccc(-c2cn3c(n2)CCC3)cc1	-1.3	-1.6%	-80.9%[inhibitor]	i	-5.1	5.7	-3.7%	4.5%
Cc1cccc(CS(=O)(=O)c2ncc(Cl)c(C(=O)Nc3nnc(C(C)C)s3)n2)c1	0.0	4.4%	-22.4%&-55.4%	i	-61.6*	-20.5&-21.4	0.4%	-5.7%
COC(=O)c1ccc(COC(=O)CNS(=O)(=O)c2ccccc2)cc1	-2.1	-6.5%	-16.3%	i	1.7	4.7	-6.7%	4.6%
CCOC(=O)C1=C(COC(=O)/C=C/c2ccc(OCC)c(OC)c2)NC(=O)NC1C (stereo not drawn)	3.2	1.6%	-2.4%	i	14.7	5.3	-4.6%	-11.4%
CCN(C(=O)COC(=O)c1ccc([N+](=O)[O-])o1)c1cccc2ccccc12	-0.7	-1.9%	-15.2%	i	-18.8	-6.3	-3.1%	9.0%
O=C(O)c1cc(-c2ccc(N3CCOCC3)cc2)nn1-c1ccccc1Cl	-2.8	-20.0%	u	i	u	-11.1	-12.9%	2.5%
CSc1ncc(CN2CCN(CC=C(C)C)C(CCO)C2)cn1 (stereo not drawn)	-1.2	1.6%	i	i	10.8	-10.7	8.5%	6.9%
Cc1[nH]c2ccc(C(=O)NCCCN(C)C3CCCCC3)cc2c1C	-0.3	-0.7%	-2.7%	i	-23.4	-16.0	1.3%	14.7%
CCOC(=O)c1nnn(-c2nonc2N)c1CNC(C)C	0.6	2.0%	i	i	9.1	4.4	6.5%	-8.4%
COc1ccc(NC(=O)C2CCCN(C(=O)c3ccc(Cl)cc3)C2)cc1S(=O)(=O)N(C)C (stereo not drawn)	-2.0	1.1%	-3.5%	i	-14.9	-8.6	-9.0%	8.0%
Cc1cc([N+](=O)[O-])nn1CC(=O)NCc1ccc(Cl)cc1	0.0	u	-21.8%	i	9.6	1.4	-5.1%	2.9%
Cc1onc(-c2ccccc2)c1C(=O)N1CCC(CO)(Cc2ccccc2)CC1	3.7	-3.0%	-15.3%	i	26.0	-1.6	5.5%	4.9%
COC(=O)CCCNC(=O)c1ccc2oc(CCCc3ccccc3)nc2c1	0.1	-4.6%	i	i	4.9	3.1	7.8%	-0.6%
Cc1ccc(C(=O)N/C(=C/c2ccco2)C(=O)Nc2cccc(C)c2)cc1	0.5	-4.0%	21.2%	i	-15.0	-7.1	-21.3%	16.6%
COc1ccc2c(c1OC)C(=O)OC2Nc1nc(-c2cc3ccccc3oc2=O)cs1 (stereo not drawn)	1.4	-1.8%	-23.1%	i	-6.6	-4.1	-0.7%	-6.2%
CCCCCCCCN1[C@@H](CC(=O)O)c2cc(F)ccc2S1(=O)=O	-0.8	x	i	i	25.3	10.5	-20.9%	-1.6%
CCc1noc(C)c1C(=O)OC(C)C(=O)c1c(C)[nH]c2ccccc12 (stereo not drawn)	-3.4	-1.0%	-29.1%	i	-13.9	-1.1	6.3%	17.8%
Cc1cccc(/C=C/c2nc3ccccc3c(=O)[nH]2)c1	-2.0	-0.6%	-17.9%	i	-22.4	-4.5	3.9%	-4.4%
O=C(Nc1ccc(N2CCN(C(=O)c3ccc(Cl)cc3)CC2)cc1)c1cccs1	0.8	0.9%	-45.4%[inhibitor]	i	4.6	-0.3	3.8%	-6.5%
O=C(CSc1nnc(-c2ccc(O)cc2)n1Cc1ccco1)c1ccccc1	-1.7	-2.7%	-7.8%[57.5 µM]	i	-17.3	-0.8	11.3%	4.8%
CCOC(=O)CSc1nnc(CNC(=O)c2ccc(OC)cc2)n1Cc1ccccc1	-2.9	0.8%	-0.6%[57.5 µM]	i	19.3	1.4	1.5%	5.6%
COc1ccc2nc(NC(=O)CN(C)S(=O)(=O)c3cccs3)sc2c1	-1.0	-0.9%	-7.3%[57.5 µM]	x	19.6	7.7	-0.4%	15.3%
C[C@H](NC(=O)c1ccccc1Cl)C(=O)OCCOc1ccc(Cl)cc1	0.4	0.4%	i	i	-2.1	3.0	1.6%	21.1%
Cc1ccccc1CSCC(=O)N1CCN(c2ccccc2)CC1	-0.1	3.1%	-10.9%	i	12.5	0.0	-17.0%	1.7%
OC[C@@H](O)[C@@H](O)CO	-1.2	0.6%	-9.6%	i	-9.5	10.6	7.9%	1.9%
C/C(=N\NC(=O)CCCC(=O)O)c1c(-c2ccccc2)c2cc(Cl)ccc2[nH]c1=O	-0.6	-1.5%	i	i	-0.9	-7.1	-6.6%	-1.5%
Cc1nc(SCC(=O)c2ccc(Cl)s2)c2oc3ccccc3c2n1	0.3	-4.8%	-9.5%[57.5 µM]	i	6.6	10.6	13.1%	13.0%
COc1ccc(OC(=O)c2ccncc2)cc1	1.2	1.2%	14.0%	i	18.7	5.9	12.4%	-0.8%
CSC1CCCCC1(O)CSc1nc2ccccc2o1 (stereo not drawn)	-0.1	-0.4%	-6.6%[57.5 µM]	i	-7.2	1.1	-3.5%	13.4%
COC(=O)c1c(-c2cccc3ccccc23)csc1NC(=O)Cc1ccc(OC)c(OC)c1	-0.6	-10.7%	-77.4%[inhibitor]	i	31.3	5.1	-7.9%	11.7%
COc1ccc(NC(=O)CN2CCc3ccccc3C2)c([N+](=O)[O-])c1	1.6	-0.8%	i	i	0.8	-7.5	-0.5%	2.2%
CCOC(=O)c1cc(OCC)c2c(ccc3ccccc32)n1	0.7	x	i	i	34.8	5.3	3.1%	-4.3%
CC(/C=C/C(=O)c1ccc(C)cc1)=C\c1ccccc1	1.0	0.9%	-36.5%[inhibitor]	i	-61.2*	2.6	0.2%	15.9%
Cc1cc(C)n(-c2cc(N3CCOCC3)nc(-c3ccccc3)n2)n1	1.5	-1.2%	-12.9%	i	10.3	1.3	15.9%	3.7%
CCCCC[C@@H]1C=C(C(=O)O)[C@H](c2ccc(Cl)cc2)N1S(=O)(=O)c1ccc(C)cc1	-0.9	-9.0%	-23.4%	i	-13.4	14.0	-23.8%	-6.9%
NC(=O)c1cccc(Nc2nc(C(N)Cc3ccc(C(F)(F)F)cc3)cs2)n1 (stereo not drawn)	-0.5	x	i	i	-10.0	3.3	4.1%	5.1%
CCc1ccc(N(C(=O)c2snc(C(N)=O)c2N)C(C(=O)NCC2CCCO2)c2cccs2)cc1 (stereo not drawn)	1.6	-1.0%	i	i	23.5	8.2	-14.4%	3.5%
COc1ccccc1Nc1nnc(SCC(=O)c2c(N)n(C3CC3)c(=O)[nH]c2=O)s1	-0.5	-1.7%	-10.1%	i	9.8	5.6	11.0%	5.3%
Cc1c([N+](=O)[O-])cc(N2C(=O)C=CC2=O)cc1[N+](=O)[O-]	0.3	x	-15.4%	i	-6.4	2.7	9.4%	-3.1%
COc1cc(/C=C/CN2CCC(C(=O)NC(c3ccc(F)cc3)c3ccc4ccccc4n3)CC2)ccc1OC(C)=O (stereo not drawn)	1.4	x	-45.5%[inhibitor]	x	-110.4*	-25.7	-0.1%	5.4%
COc1ccccc1CNC(=O)Cn1cnnn1	-2.7	1.1%	i	i	8.6	2.0	6.8%	7.4%
COC(=O)[C@H]1C[C@@H]1[C@H](N)c1ccccc1	-49.4*	-3.4%	-10.0%	i	-13.5	-27.6	-1.5%	14.4%
CN1C(=O)N(C)c2ccc(C=O)c3cccc1c23	-1.4	1.9%	-2.0%	i	-25.7	-4.6	6.1%	4.0%
CC1CN(C(=O)CCC(=O)NCc2ccccc2)c2ccccc2S1 (stereo not drawn)	-1.7	1.7%	i	i	-11.3	1.2	50.1µM*	14.2%
Cc1csc(SCC(=O)Nc2ccc(Cl)cn2)n1	3.8	0.6%	i	i	-27.4	-6.8	1.9%	-6.2%
COc1ccc(OC2CCN(S(=O)(=O)c3ccccc3)CC2)cc1	0.4	1.8%	-6.6%	i	-7.9	-0.4	-6.5%	7.0%
CCOC(=O)c1cc(C(O)(C(F)(F)F)C(F)(F)F)c(/N=C/N(C)C)o1	-0.1	-0.1%	-6.8%[57.5 µM]	i	12.9	8.6	-3.6%	-24.5%
Cc1n[nH]c(C)c1CCN(C)Cc1cn(C)nc1-c1ccc2c(c1)OCCO2	-2.0	0.0%	i	i	15.9	4.1	-5.1%	-11.5%
Nc1ccc2c(c1)nc(Cc1ccccc1)n2CCO	0.2	1.4%	i	i	14.2	2.2	0.5%[57.1 µM]	5.8%
CC(=O)c1ccc(OCc2cc(C(=O)N(C)C3CCOC3)no2)cc1 (stereo not drawn)	0.7	-0.3%	u	i	0.9	2.6	-4.0%	2.6%
Cc1c(Cl)cccc1NC(=S)NCc1ccc(F)cc1	-0.2	1.1%	-19.2%	i	5.9	-6.9	9.7%	5.6%

Compound profiles (already shown). Values in the order: CCT chaperon mod	MmCpn inh	PTHR1 agonist	pAkt inh	D3 antag	D3 ag	EPAC2 antagonist	EPAC2 agonist
COc1ccc(NC(=O)C2CCCN(C(=O)c3ccc(Cl)cc3)C2)cc1S(=O)(=O)N(C)C (stereo not drawn) across the screens: -2.0	1.1%	-3.5%	i	-14.9	-8.6	-9.0%	8.0%
O=C(O)c1cc(-c2ccc(N3CCOCC3)cc2)nn1-c1ccccc1Cl across the screens: -2.8	-20.0%	u	i	u	-11.1	-12.9%	2.5%

Single values from the entries so far.
CCCCC[C@@H]1C=C(C(=O)O)[C@H](c2ccc(Cl)cc2)N1S(=O)(=O)c1ccc(C)cc1 – PTHR1 agonist = -23.4%
COc1ccc(N(Cc2cc3cccc(C)c3[nH]c2=O)C(=O)C2CCCO2)cc1 (stereo not drawn) – EPAC2 antagonist = -2.9%
CCCCCCCCN1[C@@H](CC(=O)O)c2cc(F)ccc2S1(=O)=O – D3 ag = 10.5
Cc1[nH]c2ccc(C(=O)NCCCN(C)C3CCCCC3)cc2c1C – D3 antag = -23.4
Nc1ccc2c(c1)nc(Cc1ccccc1)n2CCO – EPAC2 antagonist = 0.5%[57.1 µM]
